miR122 inh – blocks miR-122 activity in Huh7 sensor cells; Huh7 miR-122 Renilla luciferase sensor, 48 h; neutral wells = 0, positive control = 100; activation (reporter increase), % at 12.5 µM; 340,000 tested, 0.3% active;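 active means mean replicate activation score at least 90 and every replicate individually at or above 90; inconclusive means only one of the two criteria met; inactive means neither criterion met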;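 further: higher luciferase means less miR-122 activity so hits act as miR-122 inhibitors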
DENV2 CPE – DENV2-induced cell death inhibition; CPE inhibition, % at 9.99 µM; 350,000 tested, 1.7% active; DENV2-infected cells, cytopathic effect rescue, plate reader; in the data active means CPE inhibition above about 20%, passing the limit was not always enough; inconclusive means no clear call, values can overlap the other calls; tested in BHK-21 cells;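 further: 0% = median of neutral control wells and 100% = median of positive control wells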
FN deposition inh – fibronectin deposition inhibition. inhibition, % at 12.6 µM. AH1F fibroblasts, Alexa488-fibronectin deposition fluorescence, overnight. 350,000 tested, 0.086% active. AID 743247;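 active means mean inhibition across replicates of 30% or more, regardless of how many single replicates reach that level; inconclusive means mean under 30% yet at least half of replicates reach 30%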;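 further: positive control wells lacked labelled fibronectin entirely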
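Assay system: AH1F fibroblasts assembling fluorescent fibronectin matrix; Amount: 10000 AH1F cells per well; Buffer or medium: DMEM, 2% serum; Probe or stimulus: Alexa488-fibronectin, 24 nM final in well; Doses: single compound dose, delivered by pin transfer; Incubation: 1 h adhesion, overnight exposure; Measured by: fluorescence 485/525 nm; Read-out: fibronectin deposition inhibition.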
PAX8 inh HTS – PAX8 transcriptional activity inhibition; RMG-I TPO-luciferase reporter, SteadyGlo, 24 h; inhibition, % at 12.6 µM; 360,000 tested, 1.2% active;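 active means mean replicate inhibition at least 60% with every replicate also reaching 60%; inconclusive means only one of the two criteria is met; inactive means mean below 60% and not all replicates reaching 60%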;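 further: luciferase light reporting Pax8 driven TPO promoter activity; plate controls were median of neutral control wells for no effect and mitoxantrone controls for full effect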
GSIS activator – GLuc luminescence reporter in INS-1E cells, primary screen for activators of glucose-dependent secretion of insulin | INS-1E GLuc reporter insulin secretion, 2-3 h | activation, % at 16.6 µM | 370,000 tested, 0.61% active;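 active means lowest replicate activation of at least 40%, so every replicate reaches that level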;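 further: 0% = median of neutral control wells and 100% = median of IBMX positive control wells; some compounds called inactive have numbers as strong as hits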
F508del corr – CFTR F508del correction in bronchial cells; AID 720511; activity (quench increase), % at 7.58 µM; 350,000 tested, 0.36% active; CFBE cells, YFP halide quenching; stimulated with forskolin plus potentiator P3; % fluorescence drop versus neutral controls;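 active means mean added fluorescence quench of at least 8% versus neutral control, with both replicates also reaching 8%; inconclusive means only one of the mean or replicate conditions met; inactive means mean below 8% and not both replicates reaching 8%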;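 further: cells transiently co-express mutant CFTR-F508del with the halide-sensitive YFP; corrector assay measuring rescue of mutant channel to the surface after 24 h compound exposure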
EWS-Fli block – inhibitors of EWS/Fli oncoprotein transcriptional activity. A673 NR0B1-luciferase reporter, viability-normalised. inhibition, % at 12.6 µM. 350,000 tested, 0.67% active;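 active means mean inhibition of at least 50% after viability correction, with every replicate also passing that limit; inconclusive means mean reaches 50% but only one of two replicates passes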;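 further: firefly luciferase signal divided by Alamar Blue viability fluorescence both relative to DMSO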
The depositor's hits bear a star; ? = inconclusive; nt = not tested or not shown; [ ] = another dose, or the depositor's remark.

Keys – A = miR122 inh; B = DENV2 CPE; C = FN deposition inh; D = PAX8 inh HTS; E = GSIS activator; F = F508del corr; G = EWS-Fli block
CC(=O)Nc1cccc(NS(=O)(=O)c2ccc3c(c2)CCC(=O)N3)c1
  A: -1 | B: -2 | C: -5 | D: -8 | E: 20 | F: 4.3 | G: 3
Cc1cc2nc(-c3ccccc3O)[nH]c2cc1C
  A: 5 | B: 3 | C: -3 | D: -200 | E: 40* | F: 1.3 | G: -62
CN1N=C(C(F)(F)F)CC1=O
  A: nt | B: 3 | C: 2 | D: 4 | E: 2 | F: -0.7 | G: -1
O=C(NNC(=O)c1cccc(C(F)(F)F)c1)c1ccncc1
  A: 5 | B: 4 | C: -2 | D: 0 | E: 0 | F: 2.5 | G: 0
Cc1cc(=O)oc2c3c(cc(OCC(=O)NCC4CCC(C(=O)O)CC4)c12)OC(C)(C)CC3 (configuration not stated)
  A: -3 | B: 9 | C: nt | D: nt | E: 12 | F: -5.2 | G: -2
CCOC(=O)C1CCCN(c2c(NCCc3ccccc3)c(=O)c2=O)C1 (configuration not stated)
  A: 3 | B: 3 | C: -2 | D: 6 | E: 0 | F: -0.4 | G: -2
C[C@H]1CN([C@@H](C)CO)C(=O)c2cc(NC(=O)c3ccncc3)ccc2O[C@H]1CN(C)Cc1ccc2c(c1)OCO2
  A: 2[16.7 µM] | B: nt | C: nt | D: 10 | E: -2 | F: 0.1 | G: -6
CO[C@@H]1CN(C)C(=O)c2ccc(NC(=O)c3cc(C)on3)cc2OC[C@@H](C)NC[C@@H]1C
  A: -2[16.7 µM] | B: 2 | C: 8 | D: nt | E: 6 | F: 2.8 | G: -4
Fc1cccc(NC(=S)NC2CCCCCCC2)c1
  A: ? | B: -4 | C: -3 | D: -25 | E: -71 | F: 2.4 | G: -8
C[C@@H]1CCCCO[C@H](CN(C)Cc2ccc(C(=O)O)cc2)[C@@H](C)CN([C@H](C)CO)C(=O)c2cc(NC(=O)Nc3ccc4c(c3)OCO4)ccc2O1
  A: 27[16.7 µM] | B: 3 | C: nt | D: 1 | E: 14 | F: -2.2 | G: -18
O=C(CCS(=O)(=O)c1ccc(Cl)cc1)Nc1ccccc1Br
  A: -5 | B: -1 | C: 0 | D: 41 | E: -2 | F: 1.3 | G: 11
O=C1CCC2c3[nH]c4ccccc4c3CCN12 (configuration not stated)
  A: 1 | B: 10 | C: -1 | D: 8 | E: -4 | F: -1.8 | G: 4
CSc1cnc2c(=O)n(C)c(=O)[nH]c2n1
  A: nt | B: ? | C: 5 | D: -6 | E: 1 | F: -0.9 | G: 1
CCS(=O)(=O)NCC[C@@H]1CC[C@@H](NS(=O)(=O)c2cccc(F)c2)[C@@H](CO)O1
  A: nt | B: ? | C: -1 | D: 6 | E: -2 | F: 0.5 | G: -7
Cc1noc(C)c1NC(=O)Nc1ccc2c(c1)C(=O)N([C@H](C)CO)C[C@H](C)[C@H](CN(C)C(=O)NC(C)C)OCCCC[C@H](C)O2
  A: 6[16.7 µM] | B: ? | C: 3 | D: 5 | E: 21 | F: -1.4 | G: -6
Cc1c(N2C(=O)CSC23C(=O)Nc2ccccc23)c(=O)n(-c2ccccc2)n1C (configuration not stated)
  A: 5 | B: 4 | C: nt | D: nt | E: 1 | F: 1.0 | G: 10
O=C(CN1CCCCC1)NCCNc1ccc(C(F)(F)F)cc1[N+](=O)[O-]
  A: nt | B: 2 | C: 7 | D: -9 | E: nt | F: nt | G: 22
COc1ccc(CN2C[C@H](COCc3ccccc3)Oc3cccc(N4CCCC4)c3S2(=O)=O)cc1
  A: nt | B: -3 | C: -15 | D: -3 | E: 5 | F: -3.5 | G: -9
COc1ccc(CNC(=O)c2cccc3c(-c4cccc(C(N)=O)c4)coc23)cc1OC
  A: -6 | B: -9 | C: 4 | D: 29 | E: -31 | F: -0.7 | G: 25
O=C(NCc1cccnc1)C1CCN(S(=O)(=O)c2cc([N+](=O)[O-])ccc2Cl)CC1
  A: 1 | B: 7 | C: nt | D: 5 | E: nt | F: -0.9 | G: 13
CC1C=CCC2C(=O)N(c3cccc(C(=O)Nc4ccc(Br)cc4)c3)C(=O)C12 (configuration not stated)
  A: 4 | B: 0 | C: nt | D: -10 | E: -35 | F: 1.3 | G: 3
CCn1c(-c2ccsc2)nc2c1c(=O)[nH]c(=O)n2Cc1ccccc1
  A: -8 | B: nt | C: 6 | D: 11 | E: nt | F: nt | G: nt
CN1CCN(S(=O)(=O)c2cccc(C(=O)Nc3ccccc3N3CCCC3)c2)CC1
  A: 5 | B: -2 | C: 2 | D: nt | E: -2 | F: 5.9 | G: nt
c1coc(-c2cnc3ccccc3n2)c1
  A: -2 | B: 5 | C: nt | D: -94 | E: nt | F: 0.4 | G: -50
CN1/C(=C\C(=O)COC(=O)CN2C(=O)C3CC=CCC3C2=O)C(C)(C)c2ccccc21 (configuration not stated)
  A: 0 | B: nt | C: 7 | D: 27 | E: -10 | F: nt | G: nt

Printed as active in GSIS activator, of those listed so far:
SMILES,miR122 inh,GSIS activator,F508del corr
Cc1cc2nc(-c3ccccc3O)[nH]c2cc1C,5,40*,1.3

The results go on:
Keys – A = miR122 inh; B = DENV2 CPE; C = FN deposition inh; D = PAX8 inh HTS; E = GSIS activator; F = F508del corr; G = EWS-Fli block
O=C(Nc1ccc(Br)cc1)c1cc([N+](=O)[O-])cc([N+](=O)[O-])c1
  A: 3 | B: 5 | C: -4 | D: 4 | E: 9 | F: -2.5 | G: 0
CCC1C(=O)NCCN1C(=O)c1cccc(OC2CCN(S(=O)(=O)N(C)C)CC2)c1 (configuration not stated)
  A: -9 | B: ? | C: -4 | D: -12 | E: -12 | F: 0.5 | G: nt
O=C(CCn1c(=O)[nH]c2ccsc2c1=O)NCc1ccc(F)cc1
  A: nt | B: 1 | C: -2 | D: 2 | E: 12 | F: -3.1 | G: -2
CCC(=O)N=c1sc2ccccc2n1-c1ccccc1
  A: -1 | B: -4 | C: 5 | D: -12 | E: 35 | F: 0.0 | G: -3
O=c1c2c3c(sc2n(CCN2CCOCC2)c(=O)n1C1CCCCC1)CCCCC3
  A: nt | B: 12 | C: -1 | D: -8 | E: 6 | F: -0.3 | G: -2
COc1ccc(-c2cc(C(F)(F)F)c3c(N)c(C(=O)NCCSC)sc3n2)cc1
  A: 14 | B: -3 | C: -30 | D: 20 | E: -7 | F: 1.5 | G: 23
COc1cc(C=C(C#N)c2ccc([N+](=O)[O-])cc2)ccc1O
  A: -13 | B: -7 | C: -1 | D: -28 | E: -9 | F: 7.5 | G: -18
O=C(/C(=C(\[O-])c1ccccc1)[n+]1ccc2ccccc2c1)c1ccccc1
  A: nt | B: nt | C: -6 | D: -2 | E: 12 | F: -1.7 | G: -9
CC(C)(C)c1ccc(C(=O)NCCN2CCOCC2)cc1
  A: 3 | B: 9 | C: 8 | D: -2 | E: -4 | F: -0.7 | G: -13

Shown with tabs: part of the list above
Molecule	miR122 inh	DENV2 CPE	FN deposition inh	PAX8 inh HTS	GSIS activator	F508del corr	EWS-Fli block
CCS(=O)(=O)NCC[C@@H]1CC[C@@H](NS(=O)(=O)c2cccc(F)c2)[C@@H](CO)O1	nt	?	-1	6	-2	0.5	-7
Cc1noc(C)c1NC(=O)Nc1ccc2c(c1)C(=O)N([C@H](C)CO)C[C@H](C)[C@H](CN(C)C(=O)NC(C)C)OCCCC[C@H](C)O2	6[16.7 µM]	?	3	5	21	-1.4	-6
Cc1c(N2C(=O)CSC23C(=O)Nc2ccccc23)c(=O)n(-c2ccccc2)n1C (configuration not stated)	5	4	nt	nt	1	1.0	10

Rewritten as labelled records: 3 of the compounds above.
molecule: CN1CCN(S(=O)(=O)c2cccc(C(=O)Nc3ccccc3N3CCCC3)c2)CC1
  miR122 inh: 5; DENV2 CPE: -2; FN deposition inh: 2; PAX8 inh HTS: nt; GSIS activator: -2; F508del corr: 5.9; EWS-Fli block: nt
molecule: c1coc(-c2cnc3ccccc3n2)c1
  miR122 inh: -2; DENV2 CPE: 5; FN deposition inh: nt; PAX8 inh HTS: -94; GSIS activator: nt; F508del corr: 0.4; EWS-Fli block: -50
molecule: CN1/C(=C\C(=O)COC(=O)CN2C(=O)C3CC=CCC3C2=O)C(C)(C)c2ccccc21 (configuration not stated)
  miR122 inh: 0; DENV2 CPE: nt; FN deposition inh: 7; PAX8 inh HTS: 27; GSIS activator: -10; F508del corr: nt; EWS-Fli block: nt

Screening data deposited in PubChem by Broad Institute.
